Source: PubChem
LmPK inh: inhibitors of Leishmania mexicana pyruvate kinase. Q27686. purified LmPK, Kinase-Glo ATP luminescence, 1 h. Potency, µM (doses to about 57.5 µM), for inactives: at the top dose activity change, negative = inhibition, usual class: inhibitors. actives 0.37% (n = 290,000); note: potency is the fitted concentration of half-maximal effect
Target sequence (Q27686 whole entry, looked up): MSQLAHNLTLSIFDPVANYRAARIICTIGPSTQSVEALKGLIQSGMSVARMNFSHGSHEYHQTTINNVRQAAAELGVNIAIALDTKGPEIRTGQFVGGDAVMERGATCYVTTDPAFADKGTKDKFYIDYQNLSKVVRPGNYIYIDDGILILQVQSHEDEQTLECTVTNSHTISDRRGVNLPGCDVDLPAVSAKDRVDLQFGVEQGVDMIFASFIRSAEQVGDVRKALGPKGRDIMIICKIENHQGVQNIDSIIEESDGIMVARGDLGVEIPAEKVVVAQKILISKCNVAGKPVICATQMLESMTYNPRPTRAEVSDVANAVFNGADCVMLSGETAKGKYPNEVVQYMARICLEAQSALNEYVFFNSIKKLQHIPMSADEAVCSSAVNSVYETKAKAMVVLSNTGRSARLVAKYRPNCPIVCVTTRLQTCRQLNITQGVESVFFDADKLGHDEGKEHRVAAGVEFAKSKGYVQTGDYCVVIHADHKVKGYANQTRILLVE
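Purified LmPK (0.1 nM) with 0.5 mM PEP and 0.1 mM ADP in imidazole buffer pH 7.2 with MgCl2/KCl, 1 h at room temperature. ATP formed was read by luciferase luminescence and normalized to no-enzyme and uninhibited controls.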
Tb PYK inh: T. brucei pyruvate kinase inhibition; Potency, µM (highest dose often 76.8 µM), for the others: at the top dose activity, negative = inhibition, hits mostly inhibitors; AID 624173; actives 0.12% (n = 410,000); Q57TT1; TbPYK enzyme, Kinase-Glo Plus ATP luminescence, 45 min; note: potency is the fitted concentration of half-maximal effect; nearly all actives have a fitted effect of over 50% in size
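TbPYK + substrate in 50 mM TEA pH 7.2, 100 mM KCl, 10 mM MgCl2, 0.05% BSA, 0.01% Tween-20; cpd pinned; ADP 130 uM final; 45 min RT; Kinase-Glo Plus 10 min; luminescence endpoint.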
AMA1-RON2 inh: AMA1-RON2 (P. falciparum) interaction inhibition; Potency, µM (highest dose often 58.2 µM), for the others: at the top dose activity change, negative = inhibition, most hits filed as inhibitors; AlphaScreen AMA1-biotinylated RON2 peptide binding; actives 0.2% (n = 360,000); AID 720542;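 note: potency is the fitted concentration of half-maximal effect; 0% = vehicle wells and -100% = peptide control; nearly all actives have a fitted effect of over 45% in size; some results filed as inactive show a strong effect at the top dose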
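AMA1 (3D7) with his tag at 25 nM final met compounds first, then biotinylated RON2 peptide at 25 nM; detection used donor plus acceptor beads, 10 µg/mL apiece, read by AlphaScreen after 30 min at room temperature.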
HCMV antiviral: human cytomegalovirus inhibition; HFF cells, HCMV-luciferase reporter, 72 h; active compounds read low; activity change, negative = inhibition, % at 57.5 µM; actives 4.5% (n = 410,000); in the data active = activity change below about -60%; inconclusive = no clear call, values can overlap the other calls; inactive = above about -39%
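After 16 h attachment at 37C, HFF cells received test compound and HCMV-luciferase (1 PFU/cell); reporter luminescence read 72 h later, data normalized against buffer-only and known inhibitor Salinomycin.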
HCV inhibitor: HCV inhibition. actives 3.4% (n = 340,000). Potency, µM (top dose mostly 41.8 µM), for the others: at the highest dose activity change, negative = inhibition, hits mostly inhibitors. Huh7.5.1 HCVcc-Cre infection, luciferase reporter, 44 h; note: potency is the fitted concentration of half-maximal effect
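HCVcc-Cre virus at an moi near 0.5 was added right after compound to cells cultured 4 h from seeding (1,000 cells/well). Luciferase activity was determined 44 h later, 15 min after substrate addition at RT.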
AmpC inh detg: AmpC beta-lactamase inhibition with detergent present; P00811; AmpC hydrolysis of nitrocefin, absorbance 480 nm, 0.01% Triton; Potency, µM (doses to about 114 µM), without a hit: top-dose activity change, negative = inhibition, hits mostly inhibitors; actives 0.041% (n = 370,000); AID 485294;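 note: potency is the fitted concentration of half-maximal effect; 0% = no-compound wells and -100% = no-enzyme wells; nearly all actives have a fitted effect of over 25% in size; some results filed as inactive show a strong effect at the top dose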
Target sequence (P00811 whole entry, looked up): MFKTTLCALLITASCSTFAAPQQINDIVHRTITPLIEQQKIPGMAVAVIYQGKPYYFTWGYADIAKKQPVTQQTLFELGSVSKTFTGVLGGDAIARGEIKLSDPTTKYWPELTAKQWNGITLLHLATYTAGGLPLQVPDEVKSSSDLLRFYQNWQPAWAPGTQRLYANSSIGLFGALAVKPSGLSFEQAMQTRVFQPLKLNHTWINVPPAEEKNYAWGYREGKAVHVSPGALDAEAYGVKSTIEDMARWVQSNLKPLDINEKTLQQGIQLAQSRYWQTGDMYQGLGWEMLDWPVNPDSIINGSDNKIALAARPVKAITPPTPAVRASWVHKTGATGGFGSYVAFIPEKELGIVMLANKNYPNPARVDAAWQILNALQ
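20 mM phosphate pH 7.0 + 0.01% (detergent screen) or 0.0001% Triton X-100; 5.3 nM AmpC reagent; cpd preinc 15 min RT; nitrocefin (800 uM stock) to start; A480 q20 s × 4 min; Activity was normalised to no-enzyme and no-compound control wells.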
AmpC no deterg: AmpC beta-lactamase inhibition without detergent | P00811 | Potency, µM (series often up to 57.1 µM), for inactives: at the highest dose activity change, negative = inhibition, hits mostly inhibitors | AmpC nitrocefin hydrolysis, absorbance 480 nm, 0.0001% Triton | actives 0.52% (n = 330,000);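 note: potency is the fitted concentration of half-maximal effect; plate controls were no compound for no effect and no enzyme for full effect; nearly all actives have a fitted effect of over 20% in size; some results filed as inactive show a strong effect at the top dose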
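AmpC (5.3 nM in the dispensed reagent) in 20 mM phosphate pH 7.0 with 0.01% (detergent screen) or 0.0001% Triton X-100 was preincubated with compounds for 15 min at room temperature. Nitrocefin was then added from an 800 uM solution, and hydrolysis was followed at 480 nm.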
* hit, by the source's call; ? = inconclusive; / = no result given; & = joins results of further samples; [ ] = dose if it differs, or a comment. Unless noted, calls come from the whole dose curve; as a rule, active = well fitted curve in the direction sought with a large enough effect; inconclusive = small, poorly fitted or top-dose-only effect, or another doubt; inactive = no such curve, though single readings can be large; an effect the other way counts as inactive or inconclusive. Unless noted, % is set by controls: 0 for no effect and ±100 for the full control effect. Hits appear at their usual frequency. About 7.5% of those tested had a hit in this group.

A first look (two entries):
SMILES | LmPK inh | Tb PYK inh | AMA1-RON2 inh | HCMV antiviral | HCV inhibitor | AmpC inh detg | AmpC no deterg
CCOC(=O)CC1C(=O)NCCN1C(=S)NC(=O)c1ccc(C)c(Br)c1 (configuration not stated) | / | ? | 163%[activator] | -33 | / | / | /
COc1ccc(-c2noc(-c3cc(C(C)C)[nH]n3)n2)cc1 | / | 0% | / | -8 | / | -6% | /

The whole of this part (from the top)
SMILES | LmPK inh | Tb PYK inh | AMA1-RON2 inh | HCMV antiviral | HCV inhibitor | AmpC inh detg | AmpC no deterg
CCOC(=O)CC1C(=O)NCCN1C(=S)NC(=O)c1ccc(C)c(Br)c1 (configuration not stated) | / | ? | 163%[activator] | -33 | / | / | /
COc1ccc(-c2noc(-c3cc(C(C)C)[nH]n3)n2)cc1 | / | 0% | / | -8 | / | -6% | /
CC(=O)NC(Cc1c[nH]c2ccccc12)C(=O)NCCc1ccccc1 (configuration not stated) | -1% | 3% | 2% | -7 | 13% | -12% | -2%
CCOCc1c(C(=O)NC2CCCCCC2)oc2ccccc12 | -4% | -20% | 15% | -12 | -26% | -7% | -4%
CN(Cc1ccccn1)Cc1nc(Cc2ccccc2Cl)no1 | -4% | -5% | 53%[activator] | ? | 2% | -3% | 10%
Cc1cc(F)ccc1NC(=O)CCS(=O)(=O)c1cc2c(cc1C)NC(=O)CO2 | / | 4% | / | -105* | / | 0% | /
CCc1ccc(OCC(=O)Nc2ccc3c(c2)OCCO3)cc1 | -3% | 2% | 1% | -2 | -1% | -2% | -19%
CC(NCC(=O)Nc1cc(Cl)cc(Cl)c1)c1ccccc1 (configuration not stated) | -5% | -13% | -21% | -16 | 11% | -1% | -2%
CCN(CC)C(=O)c1sc2c(c1C)c(=O)n(CCc1ccccc1)c(=O)n2Cc1ccc(F)cc1Cl | / | -1% | / | 7 | / | 4% | /
CCCOc1ccc(C2C(=O)N(C3CCCCCC3)CC(=O)N2C(C)C)cc1OC (configuration not stated) | / | -1% | / | -22 | / | 6% | /
CCN(C(=O)c1cccc(S(=O)(=O)N2CCc3ccccc32)c1)C1CCS(=O)(=O)C1 (configuration not stated) | / | 4% | 0% | -18 | 1% | 2% | 32%
CCCCCC[C@@H]([C@@H](C)O)n1cnc2c(N)ncnc21 | / | 1% | 5% | 15 | ? | / | /
CSc1ncccc1C(=O)OCC(=O)c1cccs1 | -8% | -11% | 7% | 33 | 13% | 2% | -11%
CCn1cnc2c1c(=O)n(Cc1cccc(Br)c1)c(=O)n2Cc1ccccc1 | 1% | -1% | -5% | -19 | -4% | -4% | 47%
O=[N+]([O-])c1c(Nc2ccccc2O)cc(Cl)c2nonc12 | -3% | -13% | -2% | -97* | 11µM* | -17% | 32µM*
COc1ccc(S(=O)(=O)CCC(=O)Nc2ccc(OC)cc2OC)cc1 | 3% | -28% | 14% | 6 | 7% | -1% | -10%
CC(=O)c1ccc(NC(=O)CSc2nnc(Cn3cnc4ccccc43)o2)cc1 | -2% | -4% | 13% | -14 | 11% | 4% | -4%
O[C@H]1CN(CC2CCCCC2)[C@@H](c2ccc(Cl)cc2)C[C@@H]1n1cc(-c2ccc(F)cc2)nn1 | / | -12% | -6% | -12 | / | / | /
COc1ccc(NC(=O)N2CCN(Cc3nc4ccc(C)cc4o3)CC2)cc1OC | / | 6% | / | 7 | / | 4% | /
CCOc1ccc(C(=O)N(CC)CC(=O)Nc2ccc3c(c2)OCCO3)cc1 | / | -3% | -2% | -3 | -17% | 1% | -29%
COCC(=O)Nc1ccc(OC)c(Cl)c1 | -10% | 1% | -2% | -37 | 18% | -4% | -12%
OC(CNC1CCCC1)COc1ccc(-c2ccccc2)cc1 (configuration not stated) | 3% | 1% | -15% | -8 | ? | -8% | 8%
COc1ccc(C)cc1NC(=O)c1cc2c(s1)CCC2 | 2% | -7% | 3% | 10 | -26% | 1% | -23%
O=C(COC(=O)Cc1ccc2c(c1)OCCO2)Nc1ccc(S(=O)(=O)N2CCCC2)cc1 | 3% | 4% | 8% | 92 | 6% | -4% | -33%
COc1ccc(C(=O)NC2CCCc3c2cnn3-c2ccccc2F)o1 (configuration not stated) | 6% | 6% | -2% | ? | 4% | 1% | 39%
Cc1ccnc(NC(=O)Cc2ccc([N+](=O)[O-])cc2)c1 | 1% | 22% | -19% | ? | 7% | -5% | -24%
CCOc1ccc(NS(=O)(=O)c2ccc(C(=O)NCC3CCCO3)cc2)cc1 (configuration not stated) | / | -9% | -1% | 51 | / | / | /
COc1cc(F)c(C2=CC(=O)C[C@H](c3ccc4c(c3)OCO4)C2)cc1F | / | 4% | -3% | -12 | 13% | 9% | 0%
CCC1(CC)NC(=O)N(CC(=O)NCc2ccc3c(c2)OCO3)C1=O | 8% | -7% | 0% | -20 | -1% | -3% | -16%
Cc1cc(C)c(S(=O)(=O)c2cccc(Cl)c2)c(=O)[nH]1 | 1% | 0% | 0% | -17 | 0% | -9% | -16%
COc1ccc(CN2CCN(Cc3c[nH]c4ccccc34)CC2)c(OC)c1 | / | -5% | -7% | 9 | / | / | /
COCCNc1oc(COc2cccc(C)c2)nc1C#N | -1% | 0% | 19% | 43 | ? | ? | -5%
CCOC(=O)c1c(C)[nH]c(C)c1C(=O)COC(=O)[C@@H]1CCCN1S(=O)(=O)c1ccc(Cl)cc1 | 5% | -5% | -18% | 52 | 6% | -12% | 30%
CCN(CC(=O)Nc1c(F)cccc1F)C(=O)CCNS(=O)(=O)c1ccccc1C(F)(F)F | / | 4% | 12% | -8 | 6% | -12% | -13%
Cc1cc(Cl)ccc1NC(=S)N(CCCN1CCOCC1)Cc1cccs1 | -1% | -19% | -23% | 11 | -3% | -3% | 42%
COC(=O)c1c(S(C)(=O)=O)nc(-c2ccccc2)[nH]c1=O | 1% | -4% | 3% | ? | 5% | -7% | -13%
CN1CCc2c(c3ccccc3n2Cc2ccccc2)C1 | 2% | -2% | -14%&-4% | -38&-12 | -28%&-14% | -2% | 18%
CC(=O)Oc1cccc(N2C(=O)C3C4C=CC(CC4)C3C2=O)c1 (configuration not stated) | 0% | 8% | -1% | / | 7% | -20% | -4%
CC(=O)c1c(Cl)nc2cccc3c2c1-c1ccccc1C3=O | 0% | 1% | -9% | 8 | -3% | 0% | -32%
Cn1c(CN2CCCCC2)nc2cc(NC(=O)c3ccccc3)ccc21 | 3% | 9% | 35%[activator] | -60* | -26% | -2% | -30%
COc1ccccc1Cc1nc2ccccc2nc1SCC(=O)NCc1ccc(F)cc1 | / | 1% | / | ? | / | 14% | /
CCCCN1CCCc2cc(CN(CCCN3CCOCC3)C(=O)Nc3ccc(CC)cc3)ccc21 | / | 2% | / | 1 | / | 6% | /
CCOc1ccc(NC(=O)CCCOc2cc(=O)n(C)c3ccccc23)cc1 | 4% | 2%&4% | -3% | 23&162 | ? | -14%&-12% | -16%
CN(C1=NC(=O)C(CC(=O)O)S1)c1ccc(O)cc1 (configuration not stated) | 5% | 4% | -15% | -28 | -6% | -4% | -10%
CC(C)NC(=O)c1ccccc1NC(=O)C1COc2ccccc2O1 (configuration not stated) | 5% | 0% | 0% | -33 | ? | -1% | -27%
COc1ccc(C(=O)c2sc3nc4c(c(C(F)(F)F)c3c2N)CN(C(C)=O)CC4)cc1OC | / | 0% | / | ? | / | -1% | /
COc1ccc(-c2nc3ccccc3o2)cc1NC(=O)c1cccc2c(Cl)cccc12 | / | 0% | / | 21 | / | -1% | /
CC(=O)Nc1ccc(C(C#N)c2ccccc2)cc1 (configuration not stated) | 2% | -5% | -8% | -23 | -14% | 5% | -17%
CCCS(=O)(=O)N1CCC(C(=O)N2CCCC2)CC1 | -1% | -4% | 0% | -10 | 16% | -20% | -14%
CCCCOC(=O)c1ccc(NC(c2ccc(C)cc2)P(=O)(OC)OC)cc1 (configuration not stated) | 1% | -8% | 1% | -4 | 0% | -5% | 301%[activator]
COc1ccc(N2C(=O)c3ccc(C(=O)Nc4cc(OC)ccc4OC)cc3C2=O)cc1 | -8% | -9% | 6% | -31 | -12% | 5% | -17%
CSCCC(NC(=O)c1ccco1)C(=O)N1CCN(Cc2ccccc2)CC1 (configuration not stated) | / | -4% | 7% | -17 | 1% | -13% | 22%
Nc1ccc(-c2cc(N)n(-c3ccccc3)n2)cc1 | -21% | 2% | -8% | 66 | 1% | 5% | 13%
COc1cccc(NC(=O)Cn2nc(-c3ccncc3)ccc2=O)c1 | / | -4% | / | 24 | / | -8% | /
Cc1cccc(N2CCN(C(=O)c3cccc(N4CCCC4=O)c3)C(C)C2)c1 (configuration not stated) | 5% | 1% | 2% | ? | ? | 1% | 67%[activator]
CCCC(=O)Nc1ccc(NC(=O)Cc2ccccc2)cn1 | 1% | -1% | 6% | -4 | 18% | -10% | -21%
CCOC(=O)c1c(C)c(-c2ccccc2)n(CC(=O)NCCC(C)C)c1C | 1% | 3% | 14% | 31 | -6% | ? | -102%
Cc1ccc(C(=O)N/C(=C\c2ccco2)C(=O)NCCN2CCOCC2)cc1C | -16% | -4% | 4% | -18 | 16% | 2% | -11%
CCOc1cc2c(c3c1C(c1ccccc1)N(S(=O)(=O)c1ccc(C)cc1)C3)C(=O)C=CC2=O (configuration not stated) | / | ? | -29% | -4 | / | / | /
CC(C)Cn1c(N)c(C(=O)COC(=O)c2ccc(Cl)cc2)c(=O)n(C)c1=O | -5% | 5% | -1% | ? | ? | -4% | 7%
CN(NC1OC(=O)c2ccccc21)c1ccc(Cl)cc1[N+](=O)[O-] (configuration not stated) | -2% | 0% | 5% | 6 | 21% | -8% | -22%

Retrieved by structure from the list above:
SMILES | LmPK inh | Tb PYK inh | AMA1-RON2 inh | HCMV antiviral | HCV inhibitor | AmpC inh detg | AmpC no deterg
Cc1cc(C)c(S(=O)(=O)c2cccc(Cl)c2)c(=O)[nH]1 | 1% | 0% | 0% | -17 | 0% | -9% | -16%
COCC(=O)Nc1ccc(OC)c(Cl)c1 | -10% | 1% | -2% | -37 | 18% | -4% | -12%
CC(C)NC(=O)c1ccccc1NC(=O)C1COc2ccccc2O1 (configuration not stated) | 5% | 0% | 0% | -33 | ? | -1% | -27%
CC(=O)c1c(Cl)nc2cccc3c2c1-c1ccccc1C3=O | 0% | 1% | -9% | 8 | -3% | 0% | -32%
